Screening data deposited in PubChem BioAssay by several laboratories.
IMP-1 inhibitor: IMP-1 metallo-beta-lactamase inhibitors, primary screen, biochemical, epi-absorbance readout, Pseudomonas aeruginosa enzyme | inhibition, % at 5.6 µM | hit rate 0.45% among 290,000 | metallo-beta-lactamase IMP-1 (Pseudomonas aeruginosa) | purified IMP-1, nitrocefin hydrolysis, epi-absorbance fluorescence;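 active = inhibition above the mean plus 3 SD of all compounds in the same screening run, cut at about 4.5% in these data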;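 also: 0% = IMP-1 with DMSO and 100% = DMSO wells lacking enzyme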
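System: Purified IMP-1 | Read-out basis: Percent enzyme inhibition | Controls: IMP-1 with DMSO as 0%, enzyme-free DMSO as 100% | Replicates: One well per compound | Doses: 5.6 µM nominal single concentration | Detection: Epi-absorbance fluorescence, 480 nm excitation, 530 nm emission | Incubation: 25 °C, 15 min preincubation, 25 min reaction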
UBC9 SUMO inh: inhibitors of in vitro SUMOylation cascade, primary screen, biochemical, HTRF, uHTS; SUMO-conjugating enzyme UBC9 (Homo sapiens), P63279; HTRF SUMOylation assay, SAE1/SAE2 + UBC9; inhibition, % at 35 µM; hit rate 0.36% among 290,000; AID 2006, 2009; in the data active = inhibition above about 50%, passing the limit was not always enough; also: strong numbers were not always called active
Target sequence (P63279 whole entry, looked up): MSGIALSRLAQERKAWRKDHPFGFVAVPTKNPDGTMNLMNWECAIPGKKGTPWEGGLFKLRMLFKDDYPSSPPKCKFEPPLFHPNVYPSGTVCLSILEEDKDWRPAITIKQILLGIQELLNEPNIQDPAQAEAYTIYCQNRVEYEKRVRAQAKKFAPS
VIM-2 inhibitor: VIM-2 metallo-beta-lactamase inhibitors, primary screen, biochemical, epi-absorbance readout, Pseudomonas aeruginosa enzyme | purified VIM-2, nitrocefin hydrolysis, epi-absorbance fluorescence | AID 1527, 2009 | hit rate 0.89% among 290,000 | inhibition, % at 5.6 µM;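 active = inhibition above the mean of all tested compounds plus 3 SD, cutoff set per screening run, cut at about 7.5% in these data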;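 also: red hydrolysis product quenches plate fluorescence so inhibitors raise well fluorescence; 0% = enzyme with DMSO and 100% = DMSO without enzyme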
pCIP destab: p/CIP-EGFP fusion destabilizers, primary screen, fluorescence, F442A cells | 16 h | decrease of EGFP signal, % at 10 µM | Q05BA5 | hit rate 0.01% among 290,000;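 active = EGFP signal decrease of at least 30% at 10 µM or well 3 SD below plate mean, unless failing retest; inactive = the rest, including hits failing retest or dose response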; also: some compounds called inactive have numbers as strong as hits; many of its hits are not listed in these tables
DNA FID counter: compounds displacing fluorescent DNA intercalator, primary screen, artefact control for HCV NS3 helicase inhibitor project, biochemical, FID fluorescence | hit rate 0.17% among 290,000 | inhibition, % at 7.9 µM | DNA fluorescent intercalator displacement; in the data active = inhibition above about 37%;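 also: 0% = vehicle and 100% = reference compound; higher means more ethidium bromide displaced from hairpin DNA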
HCV NS3 hel inh: inhibitors of HCV NS3 helicase, primary screen, biochemical, Cy5 molecular beacon fluorescence; Hepatitis C virus NS3 helicase; NS3 helicase DNA unwinding; inhibition, % at 10.9 µM; hit rate 0.56% among 290,000;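 active = inhibition above the mean of all tested compounds plus 3 SD, set per campaign, cut at about 35% in these data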;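 also: 0% = DMSO wells and 100% = thioflavine S control wells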
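Test system: hepatitis C virus NS3 helicase domain fragment enzyme. Also added: annealed dual-labelled DNA beacon duplex, ATP-started. Timing: 60 min unwinding reaction at 25 °C after ATP addition. Technique: Cy5 fluorescence. Measure: % inhibition of unwinding.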
IDE cell activ: human IDE activators in live cells, primary screen, fluorescence polarization, HEK cells, FAbeta-B substrate; activation, % at 5.96 µM; AID 493087, 2011; Insulin-degrading enzyme (Homo sapiens), P14735; FAbeta-B cleavage; 0% vehicle, 100% cell-free pure enzyme wells; hit rate 0.073% among 340,000;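 active = activation above the mean of all tested compounds plus 3 SD, set per screening campaign, cut at about 17% in these data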
IDE cell inh: human IDE inhibitors in live cells, primary screen, fluorescence polarization, HEK cells, FAbetaB substrate; inhibition, % at 5.59 µM; FAbetaB cleavage; hit rate 0.41% among 320,000;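 active = percent inhibition above the average of all tested compounds plus 3 SD, set per screening campaign, cut at about 16% in these data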;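 also: IDE supplied by intact live HEK cells; FP after avidin binding of uncleaved biotin substrate so inhibition keeps polarization high; 0% = DMSO wells and 100% = 60 µM reference IDE inhibitor Ii1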
M18AAP inhibitor: PfM18AAP inhibitors, malaria aminopeptidase, primary screen, biochemical, QFRET, recombinant enzyme; hit rate 1.2% among 290,000; M18 aspartyl aminopeptidase (Plasmodium falciparum 3D7); inhibition, % at 7.35 µM; H-Glu-NHMec fluorogenic cleavage;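 active = inhibition above the campaign mean inhibition over all tested compounds plus 3 SD, cut at about 28% in these data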;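 also: 0% = plate median of test compound wells and 100% = 2 mM ZnCl2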
Numbers without * were called inactive; · = no result given.

Sample of the layout, three compounds:
SMILES	IMP-1 inhibitor	UBC9 SUMO inh	VIM-2 inhibitor	pCIP destab	DNA FID counter	HCV NS3 hel inh	IDE cell activ	IDE cell inh	M18AAP inhibitor
Cc1nn(CC(=O)NCCCN2CCN(Cc3ccccc3)CC2)c(=O)c2cc(-c3ccccc3)nn12	-2.3	-3	1.4	2	19	-68	6	4	2
O=C(Cn1nc(C(F)(F)F)c2c1CCCC2)N1CCOCC1	-3.7	12	1.8	-8	1	9	3	5	-4
C=CC[C@H]1CC(C)=C[C@H](CC=C)N1	-3.8	-2	-4.5	6	2	-2	5	4	5

The whole of this part, from the first entry:
SMILES	IMP-1 inhibitor	UBC9 SUMO inh	VIM-2 inhibitor	pCIP destab	DNA FID counter	HCV NS3 hel inh	IDE cell activ	IDE cell inh	M18AAP inhibitor
Cc1nn(CC(=O)NCCCN2CCN(Cc3ccccc3)CC2)c(=O)c2cc(-c3ccccc3)nn12	-2.3	-3	1.4	2	19	-68	6	4	2
O=C(Cn1nc(C(F)(F)F)c2c1CCCC2)N1CCOCC1	-3.7	12	1.8	-8	1	9	3	5	-4
C=CC[C@H]1CC(C)=C[C@H](CC=C)N1	-3.8	-2	-4.5	6	2	-2	5	4	5
O=C(Nc1ccccc1C(=O)N1CCOCC1)c1ccc([N+](=O)[O-])cc1	-1.7	-8	-1.6	-12	0	-12	0	5	-2
Cc1ccc(-n2nc(-c3ccc(N)cc3)cc2N)cc1	-2.7	18	-0.8	0	-5	5	-1	0	1
Cc1onc(-c2c(F)cccc2Cl)c1C(=O)N(Cc1ccccc1)C(C)C	-3.1	6	-2.9	-1	-34	-2	4	-1	-2
Cc1cnc(C(=O)Nc2ccc(S(=O)(=O)N(C(C)C)C(C)C)cc2)cn1	-2.0	-3	-4.6	-10	-28	-1	-3	8	0
CC(C)(C)NC(=O)NC(=O)CN1C(=O)NC(C)(c2ccccc2)C1=O (stereo not given)	-1.2	7	-4.2	-8	-21	7	0	1	8
Cc1ccccc1NC(=O)c1ccccn1	-2.1	2	-2.1	-10	-2	5	12	0	0
Fc1ccc(-c2ncc3ccccn23)cc1	1.2	4	-2.2	-9	4	0	0	5	-3
Cc1nc2sc(C(c3ccco3)N3CCC4(CC3)OCCO4)c(O)n2n1 (stereo not given)	-1.5	·	-2.9	·	-5	-14	-8	1	1
COCCNC(=O)C1CC(c2ccccc2[N+](=O)[O-])=NO1 (stereo not given)	-2.3	-6	-1.1	-6	0	-3	2	5	-2
Cc1ccc(Oc2cc(NC(=O)CCCn3nc([N+](=O)[O-])cc3C)cc([N+](=O)[O-])c2)cc1	-0.8	-28	-2.5	2	-1	-10	4	3	0
COC(=O)c1ccc(/C=N/OCC(=O)NC2CCCC(C)C2C)cc1 (stereo not given)	-0.1	-10	-1.7	10	-23	0	-1	12	-2
COC(=O)Nc1ccc(S(=O)(=O)N2CCCCC2C(=O)O)cc1 (stereo not given)	-0.1	24	1.4	0	4	-5	6	-4	-4
CC1CCCC(C)N1C(=O)CSc1nccc(=O)[nH]1 (stereo not given)	-1.9	19	-1.4	7	-8	8	3	5	-2
CCOc1cc(CNCCO)cc(Br)c1OCc1ccc(Cl)cc1	-4.5	-14	0.1	3	38*	-87	2	6	-1
CCN(CC)c1ccc2c(C)c(-c3ccc(N)cc3)c(=O)oc2c1	-2.0	4	-1.5	-3	-26	0	-4	0	4
O=C(Nc1ccc2c(c1)OCCO2)c1ccoc1	-1.7	4	-1.4	-2	0	1	2	-2	-7
C=CCn1c(=O)c2ccccc2n2c(SCC(=O)N(C)C)nnc12	-2.9	8	0.5	-7	-5	-16	2	·	-2
O=C(c1ccco1)N1CCN(c2ncnc3sc4c(c23)CCC4)CC1	-0.7	-3	2.2	-2	-32	9	2	2	-2
O=C(NCCc1ccccc1)C1CCCN(c2ncnc3c2nc2n3CCCCC2)C1 (stereo not given)	-5.2	-5	-2.1	-3	-57	-2	-3	6	-3
COC(=O)CC1C(=O)NCCN1C(=O)Nc1ccc(Cl)cc1 (stereo not given)	-2.8	-3	-1.9	-2	-2	5	3	1	2
Cc1ccccc1C(=O)NCCNc1ccc([N+](=O)[O-])cc1	-1.8	16	-1.3	-4	0	-4	5	0	-2
COC(=O)COc1cc(OCC(=O)OC)c2c(C)c(Cl)c(=O)oc2c1	-2.5	31	3.7	-14	-6	11	2	2	-11
COc1ccc(CNc2ncnc3cc(Cl)ccc23)cc1OC	-3.0	4	-2.1	-4	1	3	-6	·	-12
O=C(NC1CC1)C1CCN(c2ncnc3c2sc2cccc(F)c23)CC1	5.1*	8	14*	0	-15	11	-9	4	12
CC(=O)Nc1ccc(NC(=O)COC(=O)/C(=C/c2ccccc2)n2nnnc2C)cc1	0.1	4	0.5	3	-15	-3	-1	-3	-4
CC(=O)n1c2ccccc2c2nc(NC(C)C)sc21	-2.0	17	-2.2	-10	6	-5	-6	2	-1
Oc1cccc(/C=N/Nc2cccc3cccnc23)c1	-3.5	-15	-3.3	-2	26	9	7	·	24
O=C(CSCc1ccccc1Cl)Nc1ccc2c(c1)OCCO2	-2.0	-10	-3.4	-8	-16	-4	5	7	1
CC1CN(C(=O)c2ccn(C)n2)CC(C)O1 (stereo not given)	-1.9	19	-3.0	0	0	8	2	2	-2
CCCc1ccc(C(=O)CCC(=O)O)cc1	-4.0	24	-3.0	-12	-3	0	10	10	-1
CC1=Nc2cc(C(=O)NCCCN3CCOCC3)ccc2Sc2c(C)ccc(C)c21	0.7	10	1.7	-8	7	-89	6	-5	-6
COc1c(Br)cc(C(N)=O)cc1OCc1ccccc1	-4.1	2	-2.4	2	0	7	-1	2	3
Cc1ccc(O)c(-c2cc(C(=O)Nc3cccnc3)[nH]n2)c1	-1.0	14	-0.8	-7	-7	-5	-3	0	-3
COc1cc(Cl)c(C)cc1NC(=O)CN1CCCCCC1	-1.8	-12	-0.7	1	-2	-18	4	4	3
O=C(N/N=C/c1c[nH]c2ccccc12)C1CC(=O)N(c2ccccc2)C1 (stereo not given)	-2.2	7	-1.3	0	-8	-8	1	1	-7
COC(=O)COc1ccc(/C=N/NC(=O)c2ccc(N(Cc3ccccc3)S(C)(=O)=O)cc2)cc1	-3.8	1	-0.8	9	-35	-10	-1	3	-6
Cc1ccc(-c2[nH]ncc2CNCCc2cnn(-c3ccccc3)c2)cc1C	-3.1	10	-2.7	-1	11	-65	-2	3	-1
COc1ccc2c(=O)c3c(=O)n(Cc4ccco4)c(C(C)C)nc3oc2c1	-1.1	12	-0.4	-14	-7	6	-2	2	-5
Cc1cccc(N(CC(=O)N=Nc2c(O)[nH]c3ccccc23)S(C)(=O)=O)c1C	-4.6	-6	-1.1	-10	-17	1	7	-4	9
O=C(NCCc1ccc(Cl)cc1)C1CC(=O)N(C2CCCCC2)C1 (stereo not given)	-3.2	·	0.4	·	-25	-7	7	2	3
CCC/C(C)=N\Nc1nc2c(c(=O)n(C)c(=O)n2C)n1C	-3.9	8	-3.2	3	-12	5	·	-1	9
CC(=O)N1CCCc2cc(S(=O)(=O)N3CCCC(C(=O)N4CCN(c5ccccc5)CC4)C3)ccc21 (stereo not given)	-3.8	0	-2.3	-16	-67	-7	-10	8	-3
Cc1cccc(-n2nnnc2SCn2nnc3ccccc3c2=O)c1	-0.2	·	-2.0	·	-12	21	5	2	10
COCCCN1C(=O)c2ccc(C(=O)Nc3ccc(OC)cc3)cc2C1=O	-0.6	5	-2.5	-23	-11	-13	1	2	-13
O=C(O)CCCCCNS(=O)(=O)c1c(Cl)cccc1Cl	-2.2	0	-2.3	3	-3	3	1	-2	-10
O=C(Nc1ccccc1C(=O)N1CCCCCC1)c1ccccc1Cl	-1.6	-1	-1.3	4	-9	-5	4	3	4
COc1ccc(C(C)=O)cc1COC(=O)Cc1cc(OC)c(OC)c(OC)c1	-5.2	8	-0.5	2	-28	-3	4	9	-3

(list continues)
SMILES	IMP-1 inhibitor	UBC9 SUMO inh	VIM-2 inhibitor	pCIP destab	DNA FID counter	HCV NS3 hel inh	IDE cell activ	IDE cell inh	M18AAP inhibitor
Cc1sc2ncnc(N3CCN(C(=O)c4ccco4)CC3)c2c1C	-2.1	2	0.3	-10	-23	11	-12	16	-14
O=C(NCCCN1CCOCC1)c1ccc(CNS(=O)(=O)c2ccc(Br)cc2)cc1	1.4	-3	1.8	-6	28	-21	-1	6	22
Cc1cccc(N2CCN(c3ccc(N4C(=O)CCCC4=O)cc3[N+](=O)[O-])CC2)c1C	-3.9	2	-3.3	-1	3	5	-1	-1	0
COc1cc(C(=O)N2C[C@H]3CC[C@H]2C3)ccc1OC1CCN(C(C)=O)CC1	-2.1	-2	-0.9	-5	-18	3	6	3	1
CC(C)C[C@@H](CO)N1CCN(Cc2cccc(C#N)c2)CCC1=O	-1.6	-2	-1.0	6	-17	20	-1	1	-6
Cc1ccc(CNC(=O)C2CCN(S(=O)(=O)c3cccs3)CC2)o1	-2.3	7	-2.0	1	-4	-3	3	-3	-14
O=C1NC(=O)C2(COC(c3cccc([N+](=O)[O-])c3)OC2)S1 (stereo not given)	-3.4	-12	-2.9	1	-1	4	1	8	3
Cc1ccc(S(=O)(=O)Nc2ccc(-c3nc4ccc(C)cc4s3)cc2)cc1	-2.2	-16	-2.2	-3	0	7	2	7	-3
Cc1cccc(NC(=S)N/N=C/c2cccn2Cc2ccc(F)cc2)c1	-1.2	3	-0.6	17	-23	-4	-1	-6	4
O=C1CSC(=S)N1/N=C/c1ccc2c(c1)OCCO2	1.6	12	-1.1	-2	-4	21	-5	0	34*
Cc1cc(O)c(C(=O)/C=C/c2ccccc2O)c(=O)o1	-1.8	1	-0.8	6	-13	16	0	·	2
CCCCN(CC)C(=O)CN(C)S(=O)(=O)c1cccc2nsnc12	-4.6	-17	-3.8	-5	-11	6	4	-2	-5
C=CCN(CCNP(=O)(OCC)OCC)CP(=O)(OCC)OCC	-2.3	2	0.5	-8	-13	-2	1	8	-3
COc1ccc(N=C(N)N=C(N)N)c(OC)c1	-2.3	13	-3.0	-8	3	10	-5	-3	-10
C(#Cc1ccccc1)C[N+]1(CC#Cc2ccccc2)CCCC1	-4.7	-5	-0.5	-11	1	-12	4	-2	-6
Nc1cc(Cl)ccc1N1CCCCCC1	-3.4	1	-3.4	-22	0	-15	0	4	4
Cc1ccc(OCC(=O)NCc2cccs2)cc1	-2.4	17	-1.8	-9	-1	3	1	13	-14
CC1CN(c2oc(-c3ccccc3Cl)nc2C#N)CC(C)O1 (stereo not given)	-0.6	25	0.5	-10	3	-2	3	-3	-13
COc1cc(S(=O)(=O)Nc2ccncc2)ccc1F	-2.0	5	0.5	-5	7	9	2	2	-5
